# GRP78 ERSR act = inducers of ER stress response in human glioma cells | U87-MG GRP78 promoter luciferase reporter, 16 h | Potency, µM, without a hit: at the top dose activation, actives largely listed as activators | 420,000 compounds, 0.02% hits; note: potency is the fitted concentration of half-maximal effect; series mostly up to about 76 µM; % of control where 0% means no effect; nearly all actives have a fitted effect of over 35% in size
#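 ERSR induction read as luciferase luminescence (Bright-Glo, 10 min at room temperature) in stably transfected human U87-MG glioma cells exposed to compounds for 16 h, using GRP78 as sensor.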
# D2 antag = antagonists of human D2 dopamine receptor; P14416; HEK293 TREx D2 cells, calcium flux, dopamine EC80; inhibition, % at 10 µM; 340,000 compounds, 2% hits; in the data active = inhibition above about 30%; note: 0% is about no effect
# Target sequence (P14416 whole entry, looked up): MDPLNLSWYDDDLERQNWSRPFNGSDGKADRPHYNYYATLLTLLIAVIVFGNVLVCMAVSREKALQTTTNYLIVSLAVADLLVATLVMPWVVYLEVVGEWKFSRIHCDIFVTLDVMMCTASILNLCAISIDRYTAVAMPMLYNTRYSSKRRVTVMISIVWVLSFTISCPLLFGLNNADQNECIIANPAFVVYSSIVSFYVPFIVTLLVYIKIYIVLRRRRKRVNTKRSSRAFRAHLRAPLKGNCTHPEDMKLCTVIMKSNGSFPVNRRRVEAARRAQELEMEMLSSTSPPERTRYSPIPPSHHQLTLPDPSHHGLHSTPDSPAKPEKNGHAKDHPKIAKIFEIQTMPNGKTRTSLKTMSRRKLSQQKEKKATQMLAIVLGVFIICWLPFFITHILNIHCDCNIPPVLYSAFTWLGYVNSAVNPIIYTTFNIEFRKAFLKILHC
#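 Tetracycline-induced HEK293 TREx cells expressing D2 receptor forced-coupled to calcium signalling, loaded with no-wash calcium dye. Compounds added and calcium flux read 180 s, then dopamine added at EC80 and read a further 180 s.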
# ERG-DNA inh = ERG Ets/DNA interaction inhibition; P11308; fluorescence polarization, His-ERG Ets domain / labelled DNA; Potency, µM (series often up to 76.9 µM), for inactives: at the highest dose FP activity, negative = inhibition, hits mostly inhibitors; 370,000 compounds, 0.028% hits; AID 624246; active = well fitted inhibition curve with a large enough effect in the polarisation, with a control signal flat; inconclusive = small, poorly fitted or top-dose-only effect, or effect the other way, or a change in a side signal; inactive = no such curve, though single readings can be large or run the other way; the % refers to the polarisation;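 note: polarization taken with two DNA probes labelled with fluorescein and Texas red; potency is the fitted concentration of half-maximal effect; % of control where 0% means no effect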
#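 His-tagged ERG Ets domain (1 uM in the protein solution; 300mM KCl, 50mM Tris-HCl, 1mM EDTA, 1mM DTT, pH 7.5) received compound, then a probe mix of 5 nM fluorescein-DNA and 100nM Texas-615-DNA. Fluorescence polarization was read for both dyes.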
# D2 agonist = activates the human D2 dopamine receptor | P14416 | AID 485358 | 340,000 compounds, 0.53% hits | activation, % at 2 µM | HEK293 T-REx D2 cells, calcium flux agonist mode;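 active = activation over 3 SD above normal in the single-dose calcium agonist read, cut at about 30% in these data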; note: 0% is about no effect
#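 HEK293 Trex D2 cells, tetracycline-induced, o/n 30 C 5% CO2; no-wash Ca dye, RT 30–90 min; 10-cycle baseline, 23 nl cpd added, kinetic Ca read 180 s; agonist hits = positive Ca response.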
# 12-LOX inh = ALOX12 (human) lipoxygenase inhibition; P18054; purified 12hLO, xylenol orange hydroperoxide absorbance; Potency, µM (series often up to 108 µM), for inactives: at the top dose activity change, negative = inhibition, most hits filed as inhibitors; 580,000 compounds, 1.1% hits; AID 1671190; note: potency is the fitted concentration of half-maximal effect; % is set by controls: 0 for no effect and ±100 for the full control effect
#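 Hydroperoxide product was detected by ferrous iron/xylenol orange as the 573 to 405 nm absorbance ratio. Arachidonic acid at 40 uM (final) was turned over for 30 min at room temperature by 150 nM human 12hLO, pH 7.0 Hepes buffer, after 15 min compound preincubation.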
# RGS4 inh = inhibitors of human regulator of G protein signaling 4 | Transcreener GDP fluorescence polarization, RGS4-accelerated GTP hydrolysis | Potency, µM (doses to about 114 µM), for the others: at the top dose activity change, negative = inhibition, usual class: inhibitors | 390,000 compounds, 0.039% hits | AID 504845; note: potency is the fitted concentration of half-maximal effect; % is set by controls: 0 for no effect and ±100 for the full control effect; nearly all actives have a fitted effect of over 75% in size; some results filed as inactive show a strong effect at the top dose
# Target sequence (P49798 whole entry, looked up): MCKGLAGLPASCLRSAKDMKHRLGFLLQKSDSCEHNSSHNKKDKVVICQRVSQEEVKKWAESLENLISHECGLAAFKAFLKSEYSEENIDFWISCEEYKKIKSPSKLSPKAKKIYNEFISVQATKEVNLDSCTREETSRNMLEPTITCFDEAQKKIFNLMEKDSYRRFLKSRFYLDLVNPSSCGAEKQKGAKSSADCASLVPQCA
#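 MLSMR compounds (23 nl, pin-transferred) preincubated 10 min at room temperature with a 500nM (2x) first reagent, then RGS4 at 900nM (2x) plus Transcreener GDP mix added; fluorescence polarization (620/688 nm) read before and after 90 min at 30 °C.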
# Vif-APOBEC3G blk = blocks the Vif interaction with human APOBEC3G; Potency, µM (highest dose often 46.1 µM), for inactives: top-dose activity, negative = active, actives largely listed as inhibitors; HeLa A3G-eYFP + Vif (tagged APOBEC3G with the HIV-1 protein that degrades it), YFP fluorescence, overnight; 410,000 compounds, 0.076% hits; Q9HC16;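 note: potency is the fitted concentration of half-maximal effect; % is set by controls: 0 for no effect and ±100 for the full control effect; nearly all actives have a fitted effect of over 60% in size; hits raise eYFP signal because A3G escapes Vif-driven loss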
# Target sequence (Q9HC16 whole entry, looked up): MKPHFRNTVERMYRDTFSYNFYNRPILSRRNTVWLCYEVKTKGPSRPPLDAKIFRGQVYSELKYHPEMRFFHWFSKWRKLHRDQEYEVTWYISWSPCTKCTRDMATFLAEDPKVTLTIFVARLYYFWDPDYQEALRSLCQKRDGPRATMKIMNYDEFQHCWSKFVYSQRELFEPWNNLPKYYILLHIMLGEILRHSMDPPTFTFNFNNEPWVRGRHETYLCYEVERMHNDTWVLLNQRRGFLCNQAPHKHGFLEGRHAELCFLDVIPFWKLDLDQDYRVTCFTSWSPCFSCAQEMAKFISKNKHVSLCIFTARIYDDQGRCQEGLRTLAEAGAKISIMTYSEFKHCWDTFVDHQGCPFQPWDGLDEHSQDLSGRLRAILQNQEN
#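 HeLa cells stably expressing Vif and C-terminally eYFP-tagged A3G, seeded overnight at 37 deg C, then exposed to compound by pintool overnight at 37 deg C. Rise in yellow fluorescence (Ex 488/Em 500-530, Acumen) marks blocked Vif-driven A3G degradation.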
# LDHA inh = blocks human lactate dehydrogenase A | 480,000 compounds, 0.15% hits | AID 1347041 | P00338 | activity change, % (values are at about 110 or 230 µM) | purified LDHA, NADH/diaphorase-resazurin fluorescence; active compounds read low; in the data active = activity change below about -30%; inconclusive = mostly about -25% to -30%;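 note: plate controls were DMSO wells for no effect and wells without enzyme for full effect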
#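 Resorufin fluorescence (ex540/em590), read at 0 and 20 min after diaphorase/resazurin addition, reports the NADH left after a 5 min room-temperature reaction of 2 nM human LDH5 with 0.06 mM NADH and 0.2 mM pyruvate.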
# Vif-APOBEC3F blk = Vif-A3F binding inhibition. 390,000 compounds, 0.2% hits. AID 602313. Potency, µM (highest dose often 46.1 µM), for the others: at the top dose activity, negative = active. HeLa A3F-eYFP + Vif (tagged APOBEC3F with the HIV-1 protein that degrades it), YFP fluorescence increase; note: potency is the fitted concentration of half-maximal effect; % of control where 0% means no effect; nearly all actives have a fitted effect of over 65% in size
#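 HeLa cells stably expressing A3F-eYFP plus Vif, plated and incubated overnight at 37 deg C, then exposed to compounds overnight at 37 deg C. Blocked degradation read as raised yellow fluorescence (Ex 488/Em 500-530).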
# * hit, by the source's call; ? = inconclusive; · = no result given; & = joins results of further samples; [ ] = remark or other dose. Unless noted, calls come from the whole dose curve; as a rule, active = well fitted curve in the direction sought with a large enough effect; inconclusive = small, poorly fitted or top-dose-only effect, or another doubt; inactive = no such curve, though single readings can be large; an effect the other way counts as inactive or inconclusive. An excerpt; count on the stated rates, not on these rows.
# Each structure is followed by: GRP78 ERSR act, D2 antag, ERG-DNA inh, D2 agonist, 12-LOX inh, RGS4 inh, Vif-APOBEC3G blk, LDHA inh, Vif-APOBEC3F blk
Cc1ccc(F)cc1NC(=O)C1CCCN(c2ncccn2)C1 (centres undefined)
  -5%, -4, 7%, 0.0, 16%, 0%, 1%, -4, -5%
CC1CCN(C(=O)c2cc(-c3cccc(Cl)c3)on2)CC1
  1%, ·, 2%, 0.0, -12%, -17%, 2%, -6, -13%
O=C(Cn1cncn1)N/N=C/c1cccc2ccccc12
  0%, 2, -9%, 4.7, -4%, 18%, -5%, -1, -15%
Cc1ccccc1NC(=O)Cc1nnc(SCC(=O)N2CCOCC2)n1C
  -3%, 2, 5%, 0.3, -18%, -1%, 0%, -3, -20%
O=C(N/N=C/c1cccc(O)c1)c1csc2ccccc12
  9%, -6, -5%, 0.0, 5%, -11%, -18%, -1, -13%
CCOC1(NC(=O)c2ccccc2)C(C)=CC(=O)C=C1C
  -3%, 10, 3%, 0.2, 0%, 16%, -3%, 4, -2%
COC(=O)c1ccccc1NC(=O)COC(=O)CSc1nnc(N)s1
  -3%, 2, 17%, 0.4, 16%, -5%, 0%, -2, 1%
NC(=O)CSc1ncc2c(n1)-c1ccccc1N(Cc1ccc(Cl)cc1)S2(=O)=O
  8%, ·, 8%, -0.2, ?, 12%, 1%, -10, 4%
O=C(O)c1n[nH]c2c1CCCC2
  -2%, 57*, 1%, -0.5, ?, 2%, 2%, -5, 8%
C=CCn1c(CNC(=O)c2cccs2)n[nH]c1=S
  -2%, -5, -8%, -2.5, 0%, 22%, -3%, -2, -3%
CSC1=NCCN1CCOc1ccccc1
  3%, -1, -3%, 0.0, ?, -11%, 2%, -3, 7%
CCOc1ncccc1C(=O)Nc1nnc(C(CC)CC)s1
  -1%, 3, -2%, -0.5, 53%[activator], 16%, -2%, -1, ?
C=CCn1c(SCc2ccc(F)cc2)nnc1-c1sc2nc(C)cc(C)c2c1N
  -2%, 3, -12%, -1.2, 5%, -25%, 3%, 0, 4%
O=C(NNc1ccccc1[N+](=O)[O-])Nc1ccc(F)cc1F
  -6%, -11, 3%, -0.2, ?, -6%, 2%, -1, 3%
COc1cc(COCC(O)CN2CCCCC2C)cc(OC)c1OC (centres undefined)
  0%, 7, 3%, 0.3, 11%, 22%, -2%, -3, -1%
O=C(CSc1nnc(COc2ccccc2)o1)Nc1nccs1
  -2%, 14, 8%, -1.0, 9%, -15%, 0%, 4, 4%
O=C(CN1CCN(c2cccc(Cl)c2)CC1)Nc1ccc(S(=O)(=O)N2CCOCC2)cc1
  -2%, 31*, 8%, 57*, 10%, -17%, -4%, 1, 2%
CCCCn1c(=S)[nH]c2ncccc2c1=O
  -1%, -14, 2%, -0.1, 0%, 13%, -4%, -9, -12%
O=C(CN1CCN(CC(=O)Nc2ccccc2Cl)CC1)Nc1ccc(F)c(F)c1
  -2%, 22, 10%, 4.8, 9%, 10%, 0%, -1, 5%
CCOC(=O)N1CCN(C(=O)C(=O)NNC(=O)COc2ccc(Cl)c(C)c2)CC1
  -3%, 4, 3%, 1.2, -3%, 26%, -5%, -6, 12%
Cc1cc(C)nc(SCc2nnc(SCC(N)=O)n2Cc2ccco2)n1
  -5%, -8, -6%, 0.6, 0%, 20%, 2%, 2, -2%
CCOC(=O)C1Oc2ccccc2C(c2ccc(OC)cc2)=C1C(=O)OC (centres undefined)
  1%&-3%, ·, 2%, ·, ?, -12%, 1%, -2, 1%
O=C(COc1coc(CN2CCc3ccccc32)cc1=O)Nc1ccc([N+](=O)[O-])cc1
  -4%, 4, 14%, 0.1, -27%, -19%, 3%, 5, -16%
CCN(CC(=O)NCc1ccccn1)S(=O)(=O)c1ccc(Cl)cc1
  -2%, -4, -2%, 0.3, 0%, -43%, -1%, -7, 7%
CC(C)CNC(=O)c1cc(-c2ccc(Br)cc2)on1
  4%, -7, 0%, 0.9, -8%, 14%, 2%, -10, 3%
Cc1ccc(C2Nc3ccccc3-n3c(-c4ccccc4)c4c(=O)n(C)c(=O)n(C)c4c32)o1 (centres undefined)
  -2%, ·, -1%, 0.6, -9%, -11%, -10%, 3, 3%
Cc1ccnc(N2C(=O)c3ccccc3C2Nc2cccc(C)c2C)c1 (centres undefined)
  0%, 0, -5%, -0.2, -3%, 1%, -6%, -2, 3%
O=C(CN(CCc1ccccc1)Cc1ccccc1)Oc1ccccc1P(=O)(O)O
  -4%, -17, -2%, 0.1, 0%, -13%[56.9 µM], 1%, -2, 7%
CCOC(=O)/C(=C\C=C\N1CCOCC1)C(C)=O
  -2%, -13, 11%, 0.1, -4%, -41%, 0%, -4, 2%
Cc1cccc(NC(=O)c2c(NC(=O)C(F)(F)F)sc3c2CCCCC3)c1
  11%, ·, -3%, 7.3, ?, -18%, 2%, -5, -1%
Cc1n[nH]c(C)c1S(=O)(=O)N(CC(=O)NC1CCCC1)c1ccc(C(C)C)cc1
  -1%, 13, -5%, -1.4, -2%, -28%, -8%, 0, -3%
Cc1ccccc1NC(=O)Cc1nc(COC(=O)c2cc([N+](=O)[O-])ccc2N)cs1
  -2%, 9, 1%, -0.7, 68%[activator], 0%, -1%, -3, 1%
COc1ccc(C(c2nnnn2CCc2ccccc2)N2CCN(C3CCCC3)CC2)cc1OC (centres undefined)
  -3%, -1, -4%, -0.4, -21%, -31%, 1%, -3, -1%
O=C(O)c1cccc(NC(=S)NC(NC(=O)c2ccco2)C(Cl)(Cl)Cl)c1 (centres undefined)
  -6%, -6, 3%, 0.6, -20%, -2%, -1%, -1, 6%
COc1ccccc1C1C(C#N)=C(N)Oc2c1oc(CO)cc2=O (centres undefined)
  0%, 12, -9%, 1.6, 0%, 9%, 2%, 0, 9%
COc1cccc2cc(C(=O)Nc3ccc(S(=O)(=O)NCC4CCCO4)cc3)c(=O)oc12 (centres undefined)
  -1%, ·, 3%, ·, ?, -2%, -1%, 1, 1%
CC(=O)Nc1cc(-c2ccc(CO)cc2)cn2c(-c3ccc(F)cc3)cnc12
  ?, ·, ·, ·, 45µM*, ·, -20%, 1, ·
CC(=O)NC(CC(=O)NNC(=O)c1cccs1)c1ccccc1 (centres undefined)
  -2%, -6, 5%, 0.5, 5%, -8%, 4%, -4, -20%
CC(=O)OCC1OC(c2ccccc2)C(OC(C)=O)C(OC(C)=O)C1OC(C)=O (centres undefined)
  -4%, 5, -2%, 0.6, -3%, -18%, -2%, -1, -11%
CCOC(=O)c1c(CN2CCN(C)CC2)n(C)c2cc(Br)c(OC)cc12
  -9%, 6, -2%, 0.3, 10%, -3%, 1%, 11, 0%
O=C(NCc1ccccc1Cl)/C(=C\c1cccnc1)NC(=O)c1ccccc1
  -2%, 8, -4%, 0.8, -2%, -37%, -3%, -3, -1%
CCc1cccc(CC)c1N(COC)C(=O)Cn1nnc2ccccc21
  -5%, -2, -15%, -0.4, 403%[activator], 13%, 0%, -8, 11%
CC1CCN(c2ccc(C(=O)O)cc2N)CC1
  -5%, 0, -3%, 0.5, 0%, -13%, 3%, 0, ·
O=C(Nc1nc2c(cc3c4c(cccc42)CC3)s1)c1ccccc1Cl
  -1%, -20, 0%, 0.4, -11%, 18%, -4%, -6, -2%
Cn1ccnc1SCC(=O)Nc1cc(S(=O)(=O)N2CCOCC2)ccc1Cl
  -4%, -9, 7%, 0.4, 21%, -27%, -1%, -1, -8%
COc1ccc(C(=O)Nc2ccnn2C2CCN(CCC(C)c3ccc(C)o3)CC2)cc1 (centres undefined)
  -5%, 13, -7%, -0.2, -3%, -15%, 1%, -2, -5%
O=C(COC(=O)Cc1ccc(Br)cc1)NC1CCCC1
  -3%, ·, 4%, ·, -7%, -17%, -1%, -3, -15%
O=C(CSc1ncn[nH]1)N/N=C/c1ccc(C(F)(F)F)cc1
  4%, -12, 5%, -0.2, 463%[activator], -5%, -1%, -2, 1%
Cc1nc2n[nH]c(N)c2c2c1COC(C)(C)C2
  0%, 17, -1%, 0.6, 5%, -18%, 0%, -1, -12%
CC(=O)C(C(C)=O)C(NC(=O)c1cccnc1)(C(F)(F)F)C(F)(F)F
  1%, -4, 3%, 1.1, 0%, -77%[11.4 µM], 0%, 3, -4%
CCOc1ccc(N(CC(=O)NC(C)CC)S(C)(=O)=O)cc1 (centres undefined)
  -2%, 38*, 2%, 2.4, 2%, -2%, 2%, -1, 8%
COc1ccc(-c2nnc(SCc3ccc(C(=O)O)cc3)o2)cc1OC
  -3%, 10, 14%, 1.1, ?, 12%, 1%, 2, 9%
Cc1ccc(CSCC(=O)N/N=C/c2cccc(OC3CSC3)c2)cc1
  -4%, ·, -6%, ·, 3%, -10%, 0%, -13, -2%
COc1ccc(-c2c(-c3ccc(OCC(=O)NN)cc3O)n[nH]c2C)cc1
  -1%, -1, 7%, 0.0, 0%, 3%, 3%, 6, 4%
COc1ccc(OC)c(-n2c(-c3ccc(C)cc3)n[nH]c2=S)c1
  -2%, 5, 2%, -0.5, ?, 8%[11.4 µM], 1%, -3, -4%
Cc1ccsc1CNC1CCCCC1
  1%, 7, 0%, 0.0, 11%, 7%, 6%, 1, 2%

# Source: PubChem
